Source: PubChem
RTF Ca sens act: cardiac RTF calcium sensitization; IANBD-labeled TnC RTF fluorescence at EC20 calcium; 0% EC20 calcium, 100% full calcium; activation, % at 7.2 µM; 340,000 compounds, 0.24% hits; AID 493008;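 active = activation above the mean over all tested compounds plus 3 SD, cut at about 30% in these data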;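 also: rise in fluorescence read as greater calcium sensitivity of cardiac thin filaments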
MOR-DOR inv ag: inverse agonist of human OPRM1-OPRD1 heterodimerization. 340,000 compounds, 0.21% hits. inhibition, % at 9.3 µM. P35372+P41143. AID 504357. cell-based MOR-DOR heterodimer luminescence, inverse agonism; in the data active = inhibition above about 22%, passing the limit was not always enough;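 also: 0% = cells with DMSO and 100% = wells without cells with DMSO; values of inactives mirror those of a sister screen read the other way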
C-LANA FP: inhibitors of KSHV LANA C-terminal domain DNA binding | MBP-C-LANA/FAM-LBS DNA binding, fluorescence polarization | inhibition, % at 9 µM | 340,000 compounds, 0.078% hits | AID 504423;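 active = highest replicate inhibition at or above 60% at 9 µM, even if other replicates fall short; inactive = all replicates below 60% inhibition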;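 also: 0% = neutral control wells and 100% = 4 µM acridine orange control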
Cardiac RTF inh: cardiac RTF calcium desensitization. P19429+P45379. IANBD-labeled cardiac RTF, Ca2+ fluorescence. inhibition, % at 7.15 µM. 340,000 compounds, 0.12% hits;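 active = inhibition above the mean inhibition of all tested compounds plus 3 SD, cut at about 17% in these data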;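 also: assay run at fixed EC70 calcium of 1.6 mM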
Keap1-Nrf2 PPI: Keap1-Nrf2 (human) interaction inhibition; Q14145; Keap1 Kelch-Nrf2 peptide fluorescence polarization, 1536-well; inhibition, % at 9.4 µM; 340,000 compounds, 0.15% hits; AID 504523; in the data active = inhibition above about 12%;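 also: human Keap1 Kelch domain with fluorescein labeled Nrf2 9mer peptide probe; 0% = neutral control wells and 100% = peptide positive control; higher means more block of Keap1 binding to Nrf2 peptide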
OPRM1-OPRD1 ag: agonists of human mu-delta opioid receptor heterodimerization; P35372+P41143; 340,000 compounds, 0.3% hits; cells, OPRM1-OPRD1 heterodimerization, luminescence; activation, % at 9.3 µM; in the data active = activation above about 18%;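 also: 0% = vehicle-treated cells and 100% = reference agonist; values of inactives mirror those of a sister screen read the other way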
Wnt bcat act: activators of Wnt/beta-catenin signaling; Wnt/beta-catenin reporter cell assay, activator, plate reader; activation, % at 9.35 µM; 300,000 compounds, 1.2% hits; in the data active = activation above about 30%, passing the limit was not always enough;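 also: 0% = neutral control wells and 100% = positive control wells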
V-ATPase pH: yeast V-ATPase proton transport regulation by pHLuorin; response, % at 10 µM; 350,000 compounds, 0.37% hits; AID 504577; S. cerevisiae, pHLuorin cytosolic pH fluorescence; in the data active = response mostly above about 7.3%, no sharp cut-off; inactive = mostly below about 5.4%; also: actives read high; inactives centre near 0; some compounds called inactive have numbers as strong as hits; reference of the scale not given here
Arr AP2 block: inhibitors of human beta-arrestin and AP2 interaction; inhibition, % at 10 µM; AID 504490; 340,000 compounds, 0.31% hits; FITC-arrestin peptide / GST-AP2 beads, flow cytometry; AP2 beta2 appendage carries R879A mutation;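 active = inhibition above a set limit, near 3 SD of compounds lacking own fluorescence, cut at about 54% in these data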;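 also: plate controls were DMSO wells for no effect and 5 µM unlabelled arrestin peptide for full effect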
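System: GST-AP2 R879A glutathione beads; medium: PBS, Tween 20 0.05%, BSA 0.1%; reagent: fluorescein-tagged arrestin peptide at 50 nM final; schedule: pre-incubation 12 min, peptide binding 1 h, room temperature; detection: flow cytometry, FL1 (488/535 nm); read-out: inhibition as reduced fluorescein signal on beads, percent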
DSG3 Ab inh: blocks pemphigus antibody binding to human desmoglein-3. DSG3-coupled beads, scFv-anti-DSG3-GFP binding, flow cytometry; stronger effect = lower value. binding (percent of control), % at 10 µM. 310,000 compounds, 0.48% hits;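 active = binding more than 3 SD below its plate's average and above zero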; also: some compounds called inactive have numbers as strong as hits
Target sequence (P32926 whole entry, looked up): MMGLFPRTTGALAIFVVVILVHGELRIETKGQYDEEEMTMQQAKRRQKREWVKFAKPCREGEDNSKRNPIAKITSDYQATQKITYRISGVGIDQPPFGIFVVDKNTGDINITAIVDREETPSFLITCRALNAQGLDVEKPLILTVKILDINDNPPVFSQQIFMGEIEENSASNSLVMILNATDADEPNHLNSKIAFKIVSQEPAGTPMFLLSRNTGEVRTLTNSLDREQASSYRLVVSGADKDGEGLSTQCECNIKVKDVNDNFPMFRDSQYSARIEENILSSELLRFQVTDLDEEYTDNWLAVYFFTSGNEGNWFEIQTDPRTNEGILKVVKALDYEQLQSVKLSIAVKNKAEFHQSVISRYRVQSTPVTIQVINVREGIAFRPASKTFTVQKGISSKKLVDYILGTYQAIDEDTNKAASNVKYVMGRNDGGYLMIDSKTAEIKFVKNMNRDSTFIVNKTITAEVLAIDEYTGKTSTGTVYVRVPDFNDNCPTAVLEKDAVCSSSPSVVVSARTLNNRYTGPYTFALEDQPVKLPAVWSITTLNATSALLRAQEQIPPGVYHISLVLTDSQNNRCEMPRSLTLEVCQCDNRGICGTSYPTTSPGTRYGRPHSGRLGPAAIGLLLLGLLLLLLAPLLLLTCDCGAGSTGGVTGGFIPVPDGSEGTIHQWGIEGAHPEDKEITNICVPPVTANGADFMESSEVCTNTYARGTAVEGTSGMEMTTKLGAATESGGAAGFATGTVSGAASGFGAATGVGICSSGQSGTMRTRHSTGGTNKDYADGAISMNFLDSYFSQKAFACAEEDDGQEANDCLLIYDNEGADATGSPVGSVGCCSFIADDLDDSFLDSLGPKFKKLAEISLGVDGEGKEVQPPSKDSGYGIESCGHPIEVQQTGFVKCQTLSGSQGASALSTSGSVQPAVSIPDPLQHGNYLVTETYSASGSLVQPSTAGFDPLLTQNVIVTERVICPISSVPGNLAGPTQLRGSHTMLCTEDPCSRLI
Active calls of the source: *.

What do the screens show for `C/C(=N/NC(=O)C1CCCN1C(=O)c1ccc([N+](=O)[O-])cc1)c1ccc(Br)cc1` (centres undefined)?
RTF Ca sens act: 3.3; MOR-DOR inv ag: 4.9; C-LANA FP: -1.6; Cardiac RTF inh: -16.1; Keap1-Nrf2 PPI: -4.7; OPRM1-OPRD1 ag: -0.9; Wnt bcat act: 0.5; V-ATPase pH: 0.7; Arr AP2 block: -0.6

What do the screens show for `CCN(CC)S(=O)(=O)c1cc(NS(=O)(=O)c2cccc(C(=O)O)c2)ccc1C`?
RTF Ca sens act: -0.7; MOR-DOR inv ag: 4.3; C-LANA FP: -0.4; Cardiac RTF inh: -6.8; Keap1-Nrf2 PPI: 0.3; OPRM1-OPRD1 ag: -0.8; Wnt bcat act: -0.6; V-ATPase pH: 0.6; Arr AP2 block: -22.4; DSG3 Ab inh: 103.2

What do the screens show for `CCOC(=O)Nc1ccc(NC(=O)c2c(OC)cccc2OC)cc1`?
RTF Ca sens act: 1.5; MOR-DOR inv ag: 14.9; C-LANA FP: 2.1; Cardiac RTF inh: -4.1; Keap1-Nrf2 PPI: -2.3; OPRM1-OPRD1 ag: -2.6; Wnt bcat act: -0.9; V-ATPase pH: 1.9; Arr AP2 block: 0.9; DSG3 Ab inh: 101.5

What do the screens show for `CC(C)c1ccc(NC(=O)C(c2ccccc2)N2CCN(C=O)CC2)cc1` (centres undefined)?
RTF Ca sens act: -3.0; MOR-DOR inv ag: -7.8; C-LANA FP: 0.5; Cardiac RTF inh: -9.4; Keap1-Nrf2 PPI: -2.1; OPRM1-OPRD1 ag: 1.3; Wnt bcat act: 21.5; V-ATPase pH: 6.6; Arr AP2 block: 6.1; DSG3 Ab inh: 90.0

Results for O=C(CCC(=O)c1ccc(Oc2ccccc2)cc1)Nc1ccc(C(=O)O)cc1 ?
RTF Ca sens act: 0.2; MOR-DOR inv ag: 16.8; C-LANA FP: -1.3; Cardiac RTF inh: 6.4; Keap1-Nrf2 PPI: -3.6; OPRM1-OPRD1 ag: -3.5; Wnt bcat act: 0.2; V-ATPase pH: 2.9; Arr AP2 block: 9.3; DSG3 Ab inh: 117.5

How did CCOc1nc(C)ccc1-c1noc(-c2cccnc2)n1 do in these assays?
RTF Ca sens act: -2.5; MOR-DOR inv ag: -1.0; C-LANA FP: 3.9; Cardiac RTF inh: 3.3; Keap1-Nrf2 PPI: -2.8; OPRM1-OPRD1 ag: 0.2; Wnt bcat act: 2.3; V-ATPase pH: -1.2; Arr AP2 block: -7.3; DSG3 Ab inh: 109.6

What do the screens show for `CCn1c(N2CCN(C(=S)NCCc3ccccc3)CC2)nc2ccccc21`?
RTF Ca sens act: 1.9; MOR-DOR inv ag: 3.0; C-LANA FP: 0.8; Cardiac RTF inh: -3.7; Keap1-Nrf2 PPI: 0.5; OPRM1-OPRD1 ag: -0.5; V-ATPase pH: -2.1; Arr AP2 block: 0.9; DSG3 Ab inh: 101.0

Results for COc1ccccc1OCC(=O)Nc1cc(Cl)ccc1N1CCCCC1 ?
RTF Ca sens act: 2.0; MOR-DOR inv ag: 5.9; C-LANA FP: -0.4; Cardiac RTF inh: -13.6; Keap1-Nrf2 PPI: -0.9; OPRM1-OPRD1 ag: -1.6; Wnt bcat act: -5.3; V-ATPase pH: -4.2; Arr AP2 block: 16.5; DSG3 Ab inh: 108.3

Results for COc1ccc(NC(=O)Cn2c(=O)n(-c3ccccc3)c(=O)c3sccc32)c(OC)c1 ?
RTF Ca sens act: -1.5; MOR-DOR inv ag: 6.9; C-LANA FP: -2.0; Cardiac RTF inh: -18.4; Keap1-Nrf2 PPI: 0.7; OPRM1-OPRD1 ag: -1.4; Wnt bcat act: -0.2; V-ATPase pH: -0.4; Arr AP2 block: -3.9; DSG3 Ab inh: 96.8

Results for COc1ccccc1C(=O)c1c(C)c(CCC#N)n2ccccc12 ?
RTF Ca sens act: -3.6; MOR-DOR inv ag: 16.1; C-LANA FP: -0.3; Cardiac RTF inh: -2.6; Keap1-Nrf2 PPI: 4.1; OPRM1-OPRD1 ag: -3.4; Wnt bcat act: 0.1; V-ATPase pH: -0.1; Arr AP2 block: -15.6; DSG3 Ab inh: 101.0

How did COC(=O)Cc1ccc(NC(=S)NCCSc2ccc(Cl)cc2)cc1 do in these assays?
RTF Ca sens act: 6.2; MOR-DOR inv ag: -19.5; C-LANA FP: 0.6; Cardiac RTF inh: -1.1; Keap1-Nrf2 PPI: -0.6; OPRM1-OPRD1 ag: 3.9; Wnt bcat act: -0.4; V-ATPase pH: 3.5; Arr AP2 block: 30.4; DSG3 Ab inh: 108.1

Results for CCC1(C)Cc2c(sc3nc(SC)nc(NCCN(C)C)c23)CO1 (centres undefined) ?
RTF Ca sens act: 2.4; MOR-DOR inv ag: -6.1; C-LANA FP: -0.4; Cardiac RTF inh: -7.3; Keap1-Nrf2 PPI: -7.2; OPRM1-OPRD1 ag: 1.2; V-ATPase pH: 5.8; Arr AP2 block: 5.2; DSG3 Ab inh: 100.7

How did O=C(NCC(F)(F)F)c1ccc(S(=O)(=O)Nc2ccccc2N2CCCC2)cc1 do in these assays?
RTF Ca sens act: -4.1; MOR-DOR inv ag: -5.8; C-LANA FP: 1.6; Cardiac RTF inh: -8.3; Keap1-Nrf2 PPI: -6.3; OPRM1-OPRD1 ag: 1.2; Wnt bcat act: -3.8; V-ATPase pH: 0.0; Arr AP2 block: 11.6; DSG3 Ab inh: 121.1

How did Cc1nc(-c2ccccc2)sc1C(=O)CSc1ccc(Br)cc1 do in these assays?
RTF Ca sens act: 3.1; MOR-DOR inv ag: 9.3; C-LANA FP: -0.4; Cardiac RTF inh: -2.7; Keap1-Nrf2 PPI: -7.7; OPRM1-OPRD1 ag: -1.9; V-ATPase pH: -4.5; Arr AP2 block: 3.1; DSG3 Ab inh: 105.3

What do the screens show for `O=C(COC(=O)C1CCN(C(=O)Nc2ccccc2)CC1)NCC(F)(F)F`?
RTF Ca sens act: 8.7; MOR-DOR inv ag: 8.8; C-LANA FP: -0.7; Cardiac RTF inh: -8.3; Keap1-Nrf2 PPI: -3.3; OPRM1-OPRD1 ag: -1.8; Wnt bcat act: 1.2; V-ATPase pH: -0.5; Arr AP2 block: -4.6; DSG3 Ab inh: 97.6

Results for Cc1nn(C)c(C)c1CNC(=O)/C=C/c1ccccc1F ?
RTF Ca sens act: -3.3; MOR-DOR inv ag: 7.1; C-LANA FP: -0.4; Cardiac RTF inh: -9.8; Keap1-Nrf2 PPI: 0.7; OPRM1-OPRD1 ag: -1.4; V-ATPase pH: 0.1; Arr AP2 block: 0.6; DSG3 Ab inh: 91.4

How did CC1(C)CC(N=C2C([N+](=O)[O-])=CC=C3C2=NC2(CCCCC2)N3O)CC(C)(C)N1 do in these assays?
RTF Ca sens act: 10.9; MOR-DOR inv ag: -21.0; C-LANA FP: 0.5; Cardiac RTF inh: -12.8; Keap1-Nrf2 PPI: -4.3; OPRM1-OPRD1 ag: 4.0; Wnt bcat act: -0.1; V-ATPase pH: 1.4; Arr AP2 block: 12.7; DSG3 Ab inh: 109.5

Results for CS(=O)(=O)c1ccc(Cl)c(NC(=O)C2CCCCN2S(=O)(=O)c2ccccc2)c1 (centres undefined) ?
RTF Ca sens act: -0.3; MOR-DOR inv ag: 6.6; C-LANA FP: 0.7; Cardiac RTF inh: 5.0; Keap1-Nrf2 PPI: -0.2; OPRM1-OPRD1 ag: -1.6; Wnt bcat act: -0.9; V-ATPase pH: 8.7; Arr AP2 block: 1.3; DSG3 Ab inh: 105.2

What do the screens show for `Cc1cc(C)cc(NC(=O)CSc2ccc(-c3cccs3)nn2)c1`?
RTF Ca sens act: -3.4; MOR-DOR inv ag: -8.3; C-LANA FP: 2.3; Cardiac RTF inh: -21.6; Keap1-Nrf2 PPI: -1.2; OPRM1-OPRD1 ag: 1.6; Wnt bcat act: -1.3; V-ATPase pH: -9.1; Arr AP2 block: 13.3; DSG3 Ab inh: 113.0

Results for CCOc1ccc(CCNC(=O)COc2cccc(-n3cnnn3)c2)cc1OCC ?
RTF Ca sens act: -5.7; MOR-DOR inv ag: -5.8; C-LANA FP: 0.3; Cardiac RTF inh: -14.2; Keap1-Nrf2 PPI: -4.8; OPRM1-OPRD1 ag: 0.9; Wnt bcat act: 1.8; V-ATPase pH: -1.3; Arr AP2 block: -4.6; DSG3 Ab inh: 103.8

How did O=S(=O)(Nc1ccc2c(c1)OCO2)c1ccc(F)c(F)c1 do in these assays?
RTF Ca sens act: -1.2; MOR-DOR inv ag: -10.6; C-LANA FP: -2.7; Cardiac RTF inh: -3.3; Keap1-Nrf2 PPI: -5.9; OPRM1-OPRD1 ag: 2.0; Wnt bcat act: 0.5; V-ATPase pH: 7.8; Arr AP2 block: 0.9; DSG3 Ab inh: 104.5

How did O=C(COc1ccccc1)NC1CCCc2ccccc21 (centres undefined) do in these assays?
RTF Ca sens act: -2.4; MOR-DOR inv ag: 2.7; C-LANA FP: 0.8; Cardiac RTF inh: -7.1; Keap1-Nrf2 PPI: -7.9; OPRM1-OPRD1 ag: -0.5; Wnt bcat act: 0.2; V-ATPase pH: 12.4; Arr AP2 block: -6.8; DSG3 Ab inh: 97.8

Results for O=C(Cn1nnc2ccccc21)c1cccc([N+](=O)[O-])c1 ?
RTF Ca sens act: 8.1; MOR-DOR inv ag: -0.2; C-LANA FP: 1.5; Cardiac RTF inh: -5.4; Keap1-Nrf2 PPI: -8.3; OPRM1-OPRD1 ag: 0.0; Wnt bcat act: 0.4; V-ATPase pH: 0.7; Arr AP2 block: -3.2; DSG3 Ab inh: 102.3

Results for O=C(CNC(=S)NC(=O)c1ccccc1)c1ccccc1 ?
RTF Ca sens act: -6.3; MOR-DOR inv ag: -5.3; C-LANA FP: 1.0; Cardiac RTF inh: 5.2; Keap1-Nrf2 PPI: 0.3; OPRM1-OPRD1 ag: 1.0; V-ATPase pH: -0.4; Arr AP2 block: -13.0; DSG3 Ab inh: 102.0

How did COc1ccc(NC(=O)Nc2nnc(Cc3ccc(OC)c(OC)c3)s2)cc1 do in these assays?
RTF Ca sens act: 0.0; MOR-DOR inv ag: 10.5; C-LANA FP: 0.5; Cardiac RTF inh: -1.6; Keap1-Nrf2 PPI: 1.7; OPRM1-OPRD1 ag: -2.0; Wnt bcat act: -0.9; V-ATPase pH: 1.4; Arr AP2 block: 0.9; DSG3 Ab inh: 111.7

What do the screens show for `CCc1ccc(OCC(=O)Nc2cc(S(=O)(=O)CC)ccc2O)cc1`?
RTF Ca sens act: -1.8; MOR-DOR inv ag: 11.8; C-LANA FP: -0.1; Cardiac RTF inh: 1.0; Keap1-Nrf2 PPI: 2.9; OPRM1-OPRD1 ag: -2.2; Wnt bcat act: -2.5; V-ATPase pH: -2.4; Arr AP2 block: -8.4; DSG3 Ab inh: 99.0
